From PubChem
Mito fusion yeast: blocks mitochondrial division or promotes mitochondrial fusion | S. cerevisiae fusion-defective mutant growth rescue, CellTiterGlo 48 h | Potency, µM (top dose mostly 46.1 µM), inactives show top-dose growth rescue (activation), usual class: activators | 0.23% of 320,000 active;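 further: potency means the concentration at half of the fitted maximal effect; % of control where 0% means no effect; nearly all actives have a fitted effect of over 45% in size; temperature-sensitive fusion mutants such as fzo1-1 at 37 °C on non-fermentable ethanol glycerol medium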
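Compounds are tested for their ability to restore growth of mitochondrial fusion-defective yeast strains at non-permissive 37C in YPEG medium over 48 hours. Viability is quantified by luciferase luminescence.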
ELG1 repair inh: blocks ELG1-dependent DNA repair in HEK293T cells; HEK293T ELG1-luciferase reporter, luminescence, 16 h; DNA damage induced by 5-fluorouridine; Potency, µM (highest dose often 46.1 µM), without a hit: at the highest dose activity change, negative = inhibition, actives largely listed as inhibitors; 2.3% of 330,000 active; AID 504467; further: potency means the concentration at half of the fitted maximal effect; on the % scale 0 is the no-effect control and ±100 the full control effect; nearly all actives have a fitted effect of over 55% in size
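Luminescence from the luciferase reporter, measured 30 min after ONE-Glo reagent at room temperature, was the read-out. Beforehand, 2,000 cells per well were exposed for 16 hr at 37 °C to 5-fluorouridine together with compound or vehicle.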
Tb PFK block: T. brucei PFK enzyme inhibition. Potency, µM (titrated, usually from 57.5 µM), for the others: at the highest dose activity, negative = inhibition, hits mostly inhibitors. 0.17% of 330,000 active. AID 485367. T. brucei PFK, ADP-Glo luminescence. O15648;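 further: potency means the concentration at half of the fitted maximal effect; 0% = uninhibited 1x PFK enzyme wells and -100% = no-enzyme wells; nearly all actives have a fitted effect of over 60% in size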
Target sequence (O15648 whole entry, looked up): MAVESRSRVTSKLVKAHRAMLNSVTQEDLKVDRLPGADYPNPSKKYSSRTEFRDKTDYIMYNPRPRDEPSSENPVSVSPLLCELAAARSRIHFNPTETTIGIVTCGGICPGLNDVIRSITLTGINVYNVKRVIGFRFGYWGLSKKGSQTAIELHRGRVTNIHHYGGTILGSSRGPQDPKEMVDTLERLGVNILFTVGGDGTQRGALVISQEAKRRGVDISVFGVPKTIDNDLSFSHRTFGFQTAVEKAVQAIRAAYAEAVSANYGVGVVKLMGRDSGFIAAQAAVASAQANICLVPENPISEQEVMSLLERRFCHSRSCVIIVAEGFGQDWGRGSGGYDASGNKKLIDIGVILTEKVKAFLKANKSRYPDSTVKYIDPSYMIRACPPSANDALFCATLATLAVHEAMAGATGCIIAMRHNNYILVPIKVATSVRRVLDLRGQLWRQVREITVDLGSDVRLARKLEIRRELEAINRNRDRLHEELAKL
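Activity is normalized to no-enzyme wells (full inhibition) and 1.25 nM enzyme wells (no inhibition). Reaction: 0.5 mM F6P, 0.1 mM ATP, 45 min RT, ADP-Glo luminescence; concentration-response curves fitted and classed by quality.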
Integrin act MD: activates integrin-mediated alleviation for muscular dystrophy; AID 624291; Potency, µM (series often up to 38.3 µM), for inactives: at the top dose activation, hits mostly activators; 0.064% of 350,000 active; alpha7betagal myoblasts, beta-gal FDG fluorescence, 48 h;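 further: potency means the concentration at half of the fitted maximal effect; 100% = response of the positive control SU9516; nearly all actives have a fitted effect of over 60% in size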
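alpha7betagal+/- myoblasts (passage 13, 250/well) treated 48 h at 37C with compounds at 1:260 dilution of DMSO stock. Lysed, then beta-galactosidase activity read as FDG fluorescence (ex 480/em 540) after 30 min, with pre-read for autofluorescence.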
A-T KAP1 phos: potential ataxia-telangiectasia treatments restoring KAP-1 phosphorylation; […] A-T fibroblasts, KAP-1 phosphorylation AlphaLISA; neocarzinostatin DNA damage 30 min before lysis; AID 485349; 0.19% of 320,000 active; Potency, µM (doses to about 57.5 µM), without a hit: at the highest dose activation, hits mostly activators; further: potency means the concentration at half of the fitted maximal effect; % of control where 0% means no effect; nearly all actives have a fitted effect of over 45% in size
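hTERT-immortalized A-T patient fibroblasts ([…]), 500 cells/well in OPTI-MEM, 1% FBS, got compounds for 60 min, then NCS for 30 min at 37C. Lysates were then assayed for phospho-KAP-1 by AlphaLISA (anti-pKAP1 donor, anti-KAP1 acceptor beads), 6 hr at 25C.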
TCR activator: T cell receptor activation; Potency, µM (doses to about 9.22 µM), without a hit: at the top dose activation of IL-2 secretion, most hits filed as activators; AID 504894; 330,000 tested, under 10 active; primary human leukocytes, anti-CD3, IL-2 HTRF, 48 h; further: % of control where 0% means no effect
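Primary human leukocytes incubated 48 hr with anti-CD3 beads plus compound, without co-stimulation. Secreted IL-2 measured by HTRF (europium cryptate/d2 anti-IL-2 pair, 320 nm excitation, 665 nm emission).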
S-ASM inh: inhibitors of human secretory acid sphingomyelinase. P17405. Potency, µM (top dose mostly 57.5 µM), inactives show at the top dose activity change, negative = inhibition, usual class: inhibitors. 0.006% of 340,000 active. placental ASM, HMU-PC fluorogenic substrate, 60 min; further: potency means the concentration at half of the fitted maximal effect
Target sequence (P17405 47-631 limits assumed): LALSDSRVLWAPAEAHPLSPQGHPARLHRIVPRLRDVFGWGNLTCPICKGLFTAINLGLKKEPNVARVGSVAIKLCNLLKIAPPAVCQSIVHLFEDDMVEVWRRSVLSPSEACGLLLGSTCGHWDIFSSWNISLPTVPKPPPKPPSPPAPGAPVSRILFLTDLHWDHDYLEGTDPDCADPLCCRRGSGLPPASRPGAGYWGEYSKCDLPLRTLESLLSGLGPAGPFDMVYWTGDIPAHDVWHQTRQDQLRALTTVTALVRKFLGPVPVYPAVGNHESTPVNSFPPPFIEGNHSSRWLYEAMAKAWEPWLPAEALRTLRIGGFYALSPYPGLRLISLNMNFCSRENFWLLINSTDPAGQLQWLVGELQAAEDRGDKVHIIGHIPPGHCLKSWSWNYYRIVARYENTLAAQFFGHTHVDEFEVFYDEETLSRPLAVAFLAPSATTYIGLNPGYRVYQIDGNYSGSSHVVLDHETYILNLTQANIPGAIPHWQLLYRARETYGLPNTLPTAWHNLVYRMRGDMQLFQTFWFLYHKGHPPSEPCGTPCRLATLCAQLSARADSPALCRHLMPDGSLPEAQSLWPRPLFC
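Fluorogenic HMU-PC substrate (9 uM final) is turned over by placental ASM in 60 min at 37 C after a 10 min compound preincubation. Reaction ended by alkaline stop (pH 10), with fluorescence read at 386/447 nm.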
TSG101-PTAP inh: blocks PTAP/TSG101 interaction to inhibit HIV-1 budding; Fluorescence polarization, FITC-PTAP peptide / Tsg101 binding; Potency, µM (doses to about 115 µM), without a hit: at the highest dose activity change, negative = inhibition, most hits filed as inhibitors; AID 493005; 340,000 tested, under 10 active; Q99816; active means well fitted inhibition curve with a large enough effect in the main read-out, with a control signal flat, not every such curve was filed as active; inconclusive means small, poorly fitted or top-dose-only effect, or effect the other way, or a change in a side signal; inactive means no such curve, though single readings can be large or run the other way; further: potency means the concentration at half of the fitted maximal effect; % of control where 0% means no effect
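FP read-out: FITC-PTAP peptide, 50 nM final, binding Tsg101 binding domain, 10 uM final; 20 min, r.t.; 10 mM HEPES pH 7.5, 0.15 M NaCl, 0.01% Tween 20, 3 mM EDTA, 0.1 mM TCEP.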
BCR signal inh: chronic active BCR signaling inhibition; ABC-DLBCL IkBa-CBG/CBR reporter, luminescence ratio, 4 h; Potency, µM (doses to about 46.1 µM), without a hit: at the top dose ratio change, negative = lower green/red ratio, most hits filed as inhibitors; 0.05% of 340,000 active; active means well fitted inhibition curve with a large enough effect in the signal ratio, with a control signal flat, not every such curve was filed as active; inconclusive means small, poorly fitted or top-dose-only effect, or effect the other way, or a change in a side signal; the % refers to the signal ratio;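 further: potency means the concentration at half of the fitted maximal effect; plate controls were basal doxycycline-induced cells for no effect and cells given 10 µM MG132 for full effect; MG132 reads +100%, hits lower the ratio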
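Cell line TMD8 (human ABC DLBCL), stably expressing tet-inducible CBG68-IkBa fusion and CBR; IMDM/0.5% FBS; cpd up to 46 uM; dox induction, 4 h, 37C/5% CO2; dual luminescence; green/red ratio; MG132 control.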
TSHR antagonist: human thyrotropin receptor antagonism | P16473 | TSHR-expressing cells, TSH-stimulated cAMP HTRF, 2 h; active compounds read low | activity change, negative = inhibition, % at 11.5 µM | 0.2% of 330,000 active;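 active means activity change below a set negative limit, meaning inhibition stronger than a set level, cut at about -70% in these data; inconclusive means activity change between two set negative limits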; further: on the % scale 0 is the no-effect control and ±100 the full control effect
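Competitive HTRF cAMP read-out (cryptate anti-cAMP antibody, cAMP-d2; 30 min, room temperature) in freshly harvested TSHR cells. Compounds added before TSH at EC80 (4nM final), followed by 2 hours' incubation at 37 deg C.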
Eya2 inh: Eya2 (human) phosphatase inhibition; O00167; recombinant Eya2, OMFP fluorescence dephosphorylation (OMFP is methylfluorescein phosphate); Potency, µM (top dose mostly 76.9 µM), for the others: at the highest dose activity, negative = inhibition, most hits filed as inhibitors; 0.006% of 330,000 active; AID 488837; further: potency means the concentration at half of the fitted maximal effect; on the % scale 0 is the no-effect control and ±100 the full control effect
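Eya2 (0.2 uM) preincubated 10 min at ambient with compound, then OMFP substrate added at 50 uM; 10 min reaction in 50 mM HEPES pH 7.5, 50 mM NaCl, 5 uM MgCl2, 0.05% BSA, 1 mM DTT. Fluorescence read at Ex 485/Em 525 nm.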
* marks the source's active call; other numbers are inactive results; ? = inconclusive; . = not tested or not shown; [ ] = dose if it differs, or a comment. Unless noted, the call rests on the fitted dose curve; in most records, active means well fitted curve in the direction sought with a large enough effect; inconclusive means small, poorly fitted or top-dose-only effect, or another doubt; inactive means no such curve, though single readings can be large; an effect the other way counts as inactive or inconclusive.

SMILES	Mito fusion yeast	ELG1 repair inh	Tb PFK block	Integrin act MD	A-T KAP1 phos	TCR activator	S-ASM inh	TSG101-PTAP inh	BCR signal inh	TSHR antagonist	Eya2 inh
O=C(O)C1Cc2c([nH]c3ccccc23)C(c2ccc3c(c2)OCO3)N1 (stereo not drawn)	1%	-11%	-4%	-22%	1%	2%	9%	-6%	?	-9	15%
CC1C(=O)N2CCCc3cc(NS(=O)(=O)c4ccc(F)cc4)cc1c32 (stereo not drawn)	-5%	23%	0%	-20%	.	1%	-1%	-4%	?	21	3%
Cc1nn(-c2ccccc2)c(Cl)c1C(=O)NCC(C)C	-2%	12%	2%	-4%	3%	2%	1%	-3%	?	-5	13%
Cn1c(=O)c2c(nc3sccn32)n(C)c1=O	7%	2%	-10%	16%	1%	1%[46.1 µM]	2%	-3%	?	45	6%
CCOc1ccccc1C(=O)Nc1cccc2ccccc12	4%	-24%	2%	25%	23%	-2%	-3%	-2%	0%	-10	-8%
COc1ccccc1N(CC(=O)NCC1CCCO1)C(=O)CNS(=O)(=O)c1ccc(C)cc1 (stereo not drawn)	0%	-4%	-10%	-8%[7.66 µM]	-2%	.	-1%	-13%	8%	-11	5%
CCCCc1c(C)nc2ccc(OC)cc2c1SCCC(=O)O	-9%	11%	-2%	-28%	1%	-2%	6%	-7%	?	-34	7%
COc1ccc(OC)c(C2=NS(=O)(=O)N(C)C(C(=O)NCc3cccs3)=C2)c1	18%	-13%	0%	-4%	4%	-4%	-8%	-1%	?	-6	-5%
COc1ccc(NC(=O)c2cc(S(=O)(=O)N3CCCCC3)c[nH]2)cc1Cl	-4%	9%	0%	7%	7%	-1%	-2%	-6%	12%	13	-8%
O=C(Cn1nnc(-c2ccccc2Cl)n1)N/N=C/c1ccc(-c2cccc(Cl)c2)o1	-3%	?	-2%	18%	-2%	4%[46.1 µM]	31%	0%	-16%	12	-5%
COC(=O)COc1ccc2cc(-c3ccccc3)c(=O)oc2c1	12%	9%	3%	-20%	1%	-10%	.	-1%	0%	-23	8%
CNC(=O)N(O)C1N(c2ccccc2)C(=S)SC1(C)C (stereo not drawn)	-5%	9%	-2%	14%	6%	16%[46.1 µM]	.	0%	-2%	-10	-5%
O=C(CN1C(=O)S/C(=C\C=C\c2ccccc2)C1=O)N1CCOCC1	-1%	?	-1%	-14%	12%	-57%	3%	0%	13%	2	2%
O=C(CN1CCN(c2ccccc2O)CC1)Nc1cc(S(=O)(=O)N2CCCC2)ccc1Cl	25%	?	-6%	-20%	11%	8%	1%	-1%	-3%	-19	1%
NC(=O)COC(=O)c1cc(=O)[nH]c2ccc(S(=O)(=O)Nc3ccc(F)cc3)cc12	7%	-4%	-1%	3%	2%	10%	0%	-1%	0%	-7	1%
CC(C)(C)c1cc(OC(=O)C2CCCC2)ccc1O	-4%	-33%	-1%	-44%	?	.	-8%	1%	?	1	-23%
O=C(c1cc(-c2ccccc2O)on1)N1CCOCC1	13%	?	0%	?	-1%	13%	7%	-2%	-19%	1	-2%
CC1CC2(CCCCC2)Nc2c1ccc1ccccc21 (stereo not drawn)	1%	-2%	3%	-35%	7%	-2%[46.1 µM]	143%[activator]	-7%	?	-6	7%
COC(C[C@@H]1O[C@@H]1[C@@H](O)[C@@H](C)OCc1ccccc1)OC	13%	9%	3%	-12%	0%	1%	3%	-10%	-8%	5	4%
COc1ccc(CONc2ncnc3nonc23)cc1[N+](=O)[O-]	10%	3%	-8%	-1%	1%	3%	0%	-2%	.	-4	-11%
CCOc1ccc(C(=O)NCC(=O)OCC(=O)Nc2ccc(C)c(S(=O)(=O)N(C)C)c2)cc1	3%	15%	-3%	35%	2%	-3%	3%	-8%	-7%	-7	-3%
S=c1[nH]nc2n1CCCN2	4%	7%	0%	11%	16%	0%	4%	0%	-18%	0	-6%
COCCn1c(SCC(=O)Nc2ncc(Cl)c(C)c2Cl)nc2ccccc21	4%	16%	-1%	4%	-1%	.	-1%	-5%	-28%	7	-27%
O=C(COc1ccccc1Cl)NCCCNC(=O)c1ccncc1	-2%	10%	-1%	18%	4%	7%	-2%	-10%	-1%	-3	-1%
CCc1c(C)sc(NC(=O)c2ccc(Br)o2)c1C(=O)OC	1%	-16%	6%	12%	29%	4%	23%	-2%	?	18	1%
COc1ccc2[nH]c(O)c(N=NC(=N)N)c2c1	0%	?	7%	26%	-4%	0%	-5%	0%	0%	-9	-3%
O=C(O)CC/C(=N/NC(=O)CNC(=O)C(c1ccccc1)c1ccccc1)c1ccccc1	3%	13%	2%	-13%	-5%	-7%	4%	-3%	14%	5	-3%
COc1cccc(NC(=O)CCC(=O)Nc2cccc(OC)c2)c1	5%	3%	-3%	-20%	-1%	-1%[46.1 µM]	1%	-3%	0%	10	2%
CCc1ccc[n+](-c2[nH]c(=O)sc2/C=N/N=C(\N)[O-])c1	1%	-3%	1%	-19%	15%	-2%	1%	0%	?	6	-24%
Cn1c(-c2ccccc2O)cc2ccccc21	1%	0%	-6%	6%	.	-1%[46.1 µM]	-5%	-8%	9%	-1	-8%
COCCCNC(=S)N(Cc1ccccc1)Cc1nc2ccccc2c(=O)[nH]1	1%	-15%	4%	-7%	1%	-7%[46.1 µM]	4%	-1%	0%	4	3%
Cc1ccc(NC(=O)CN(C)S(=O)(=O)c2cccs2)c(Br)c1	16%	?	0%	22%	2%	0%	0%[11.5 µM]	0%	6%	-10	-9%
CC(C)c1ccc(CNCc2ccccc2)cc1	-3%	22%	4%	-40%[inhibitor]	5%	0%	0%	-3%	4%	40	-11%
CCC1CCCCN1C(=O)CSc1nnc(-c2ccc(Cl)cc2)o1 (stereo not drawn)	-4%	-15%	2%	-1%	3%	5%	-3%	0%	?	20	2%
CCOC(=O)N1CCN(C(=O)CCc2c(C)nc3nc(C)nn3c2C)CC1	1%	4%	4%	-9%	13%	-3%	6%	-1%	0%	-6	6%
Cc1c(Cl)cccc1NC(=O)Cc1cccs1	0%	2%	-16%	-21%	-11%	1%	1%	1%	-2%	6	-8%
O=C(CN1C(=O)c2ccccc2S1(=O)=O)NCc1cccnc1	2%	16%	0%	14%	2%	0%	5%	-4%	0%	-5	-12%
COC(=O)c1sccc1NC(=O)C1CC(C)=C(C)CC1C(=O)O (stereo not drawn)	-5%	-3%	-2%	-19%	5%	-7%	2%	0%	22%	17	6%
Cc1ccc(Cn2cnc3ccccc32)cc1C	-7%	23%	4%	-25%	7%	-4%[46.1 µM]	3%	-4%	-7%	-15	-1%
COc1cc2nc(CC(C)C)n(NC(=O)c3ccccc3)c(=O)c2cc1OC	1%	-5%	-11%	11%	-4%	-3%	-3%	-2%	21%	0	6%
Cc1cc(N2CCOCC2)nc2ccc(NC(=S)N3CCN(c4ccccc4)CC3)cc12	2%	13%	-3%	?	-3%	-1%	97%[activator]	-4%	5%	4	13%
COc1ccc(CCNC(=O)CSc2nnc3ccc(-c4ccncc4)nn23)cc1	2%	0%	-5%	0%	-2%	-3%	-2%	-4%	?	14	3%
COc1ccc(N(CC(=O)NCCc2ccc(C)cc2)S(=O)(=O)c2c(C)noc2C)cc1	5%	-10%	1%	2%	6%	-2%	0%	-9%	0%	0	-9%
O=C(NCCCn1ccnc1)C(=O)NCC1OCCCN1S(=O)(=O)c1ccc(F)cc1 (stereo not drawn)	-2%	5%	-1%	0%	-3%	4%	4%	-2%	6%	-5	-7%
Cc1oc2cc(O)ccc2c(=O)c1Oc1ccc2ccccc2c1	9%	-7%	-2%	-11%	9%	-2%	0%	-7%	?	12	4%
CSCCC(NC(=O)c1cc([N+](=O)[O-])ccc1Cl)C(=O)O (stereo not drawn)	-11%	17%	-3%	5%	-1%	-4%[46.1 µM]	2%	-1%	1%	9	1%

No enrichment for hits; any-hit rate near 3.2%.
